Screens (PubChem BioAssay)
CBFb RUNX1 block: qHTS Assay for Compounds Blocking the Interaction Between CBF-beta and RUNX1 for the Treatment of Acute Myeloid Leukemia | AlphaScreen CBFb-His/RUNX1-biotin binding, biochemical | Runt-related transcription factor 1 (Homo sapiens) + Core-binding factor subunit beta … | Potency, µM (top dose mostly 59.8 µM), inactives show top-dose activity, negative = inhibition, usual class: inhibitors | 230,000 tested, under 10 active; also: % of control where 0% means no effect
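CBFb-His/RUNX1-biotin, 30 nM each, preincubated 20 min RT; compound 15 min RT; Ni + streptavidin beads 50 ng each, 90 min RT; AlphaScreen read.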
TRb SRC2 PPI: qHTS for Inhibitors of the Interaction of Thyroid Hormone Receptor and Steroid Receptor Coregulator 2 | Thyroid hormone receptor beta (Homo sapiens), P10828 | TRbeta-SRC2 peptide binding, fluorescence polarization; receptor liganded with 1 µM T3 | Potency, µM (series often up to 106 µM), for inactives: top-dose activity change, negative = inhibition, hits mostly inhibitors | 280,000 tested, 0.065% active | AID 1469, 2008;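 also: potency is read from the fitted curve at half-maximal effect; plate controls were bound peptide for no effect and peptide without receptor for full effect; nearly all actives have a fitted effect of over 50% in size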
Target sequence (P10828 whole entry, looked up): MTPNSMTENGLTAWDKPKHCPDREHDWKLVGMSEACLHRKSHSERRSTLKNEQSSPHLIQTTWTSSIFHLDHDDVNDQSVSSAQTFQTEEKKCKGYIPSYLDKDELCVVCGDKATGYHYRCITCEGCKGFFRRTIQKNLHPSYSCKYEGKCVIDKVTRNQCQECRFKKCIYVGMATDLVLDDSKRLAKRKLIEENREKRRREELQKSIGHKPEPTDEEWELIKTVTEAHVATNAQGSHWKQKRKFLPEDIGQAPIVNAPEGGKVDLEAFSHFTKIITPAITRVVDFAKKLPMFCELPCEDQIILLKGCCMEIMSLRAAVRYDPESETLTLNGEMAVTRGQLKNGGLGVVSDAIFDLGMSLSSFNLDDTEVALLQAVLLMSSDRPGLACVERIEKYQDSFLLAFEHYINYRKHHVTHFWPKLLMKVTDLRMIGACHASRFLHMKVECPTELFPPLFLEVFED
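Assay buffer: 20 mM Tris-HCl, 100 mM NaCl, 10% glycerol, 1 mM EDTA, 0.01% NP-40, 1 mM DTT, 1 uM T3, 5% DMSO; TRb LBD 0.6 uM, Texas Red SRC2 20 nM; FP after 5 hr.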
Tau fluor counter: Counterscreen qHTS for Inhibitors of Tau Fibril Formation, Fluorescence Polarization; Potency, µM (series often up to 57.7 µM), without a hit: at the highest dose activity change, negative = decrease; AID 1463, 2008; tau K18 P301L (four-repeat tau fragment) Alexa594 fluorescence, heparin fibrillization; 280,000 tested, 0.93% active; also: potency is read from the fitted curve at half-maximal effect; % is scaled to controls: 0 for no effect and ±100 for the full control effect; nearly all actives have a fitted effect of over 55% in size
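Human K18 P301L tau (15 uM unlabeled plus 0.24 uM Alexa 594-labeled, final) in 100 mM sodium acetate pH 7 was mixed with compound and 20 uM heparin and incubated 6 hr at 37 C.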
NPSR antagonist: qHTS Assay for Antagonists of the Neuropeptide S Receptor: cAMP Signal Transduction; CHO-NPSR cells, cAMP TR-FRET, antagonist mode; AID 1461, 2008; 220,000 tested, 1% active; Potency, µM (highest dose often 38.3 µM), for inactives: at the highest dose activity change, negative = inhibition, usual class: inhibitors; Q6W5P4; also: potency is read from the fitted curve at half-maximal effect; % is scaled to controls: 0 for no effect and ±100 for the full control effect; nearly all actives have a fitted effect of over 50% in size; many of its hits are not listed in these tables
TR SRC2 fluor cs: Total Fluorescence Counterscreen for Inhibitors of the Interaction of Thyroid Hormone Receptor and Steroid Receptor Coregulator 2; 280,000 tested, 0.29% active; TRb/SRC2 Texas Red total fluorescence interference; Potency, µM (series often up to 106 µM), without a hit: top-dose fluorescence change, negative = quenching; active = well fitted curve in either direction with a large enough effect; inconclusive = small, poorly fitted or top-dose-only effect; also: potency is read from the fitted curve at half-maximal effect; % is scaled to controls: 0 for no effect and ±100 for the full control effect
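Human TRb ligand-binding domain at 0.6 uM with 20 nM Texas Red SRC2 peptide in Tris buffer containing 1 uM T3 and 5% DMSO, incubated with compound 5 h at ambient temperature. Total fluorescence (555/632 nm) calculated as parallel + 2 × perpendicular.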
GLA spleen mod: qHTS Assay for Inhibitors and Activators of Human alpha-Galactosidase From Spleen Homogenate | Alpha-galactosidase A (Homo sapiens), P06280 | human spleen homogenate, 4MU-alpha-Gal fluorescence, 40 min | Potency, µM (top dose mostly 80 µM), without a hit: top-dose activity change, negative = inhibition, actives largely listed as inhibitors | 240,000 tested, 0.008% active | AID 2107, 2009;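 also: potency is read from the fitted curve at half-maximal effect; 0% = enzyme with vehicle and -100% = no enzyme basal signal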
Target sequence (P06280 32-429 limits assumed): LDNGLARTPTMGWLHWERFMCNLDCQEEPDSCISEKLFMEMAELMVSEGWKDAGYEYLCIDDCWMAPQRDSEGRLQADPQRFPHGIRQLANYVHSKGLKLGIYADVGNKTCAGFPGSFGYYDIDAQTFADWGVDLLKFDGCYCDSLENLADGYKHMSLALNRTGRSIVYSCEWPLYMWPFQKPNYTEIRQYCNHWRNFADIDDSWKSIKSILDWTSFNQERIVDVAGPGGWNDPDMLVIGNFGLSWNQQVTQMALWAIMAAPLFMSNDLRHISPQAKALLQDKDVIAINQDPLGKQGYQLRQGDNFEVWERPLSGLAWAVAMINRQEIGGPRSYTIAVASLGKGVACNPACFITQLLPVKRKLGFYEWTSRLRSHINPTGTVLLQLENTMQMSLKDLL
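Human spleen homogenate (1 ug) as enzyme source, 4-methylumbelliferyl-alpha-D-galactopyranoside 1 mM final, citrate/phosphate pH 5.0 with 0.01% Tween-20. Compounds 40 min at 37C, NaOH/glycine stop; fluorescence Ex 365/Em 440, Hill-fit AC50.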
Epigenetic derep: Quantitative High-Throughput Screen for Regulators of Epigenetic Control. Potency, µM (titrated, usually from 53.9 µM), for the others: at the highest dose GFP activation, most hits filed as activators. 280,000 tested, 0.2% active. murine LDR cells, GFP reporter derepression, 30 h; also: potency is read from the fitted curve at half-maximal effect; % of control where 0% means no effect; nearly all actives have a fitted effect of over 60% in size
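Reporter derepression read as number of fluorescent GFP-positive objects, 20-120 um in size, counted by laser-scanning cytometer. Mouse LDR line with an epigenetically silenced CMV-GFP locus; compound incubation 30 h, 37 C.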
Tau fibril FP: qHTS for Inhibitors of Tau Fibril Formation, Fluorescence Polarization; Potency, µM (top dose mostly 57.7 µM), for inactives: top-dose activity, negative = inhibition, usual class: inhibitors; 280,000 tested, 0.39% active; K18 P301L tau heparin fibrillization, Alexa594 FP, 6 h; AID 1468, 2008; Microtubule-associated protein tau (Homo sapiens), P10636; also: potency is read from the fitted curve at half-maximal effect; % is scaled to controls: 0 for no effect and ±100 for the full control effect; nearly all actives have a fitted effect of over 55% in size
Target sequence (P10636 561-689 P618L limits assumed): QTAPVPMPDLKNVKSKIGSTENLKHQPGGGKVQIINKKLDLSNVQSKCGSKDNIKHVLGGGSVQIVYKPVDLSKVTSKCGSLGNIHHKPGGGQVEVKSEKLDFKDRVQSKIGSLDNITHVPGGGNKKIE
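K18 P301L tau (15 uM unlabeled/0.24 uM Alexa 594-labeled, final) + compound + heparin 20 uM final; 100 mM NaOAc pH 7; 6 hr 37 C; ThT 30 uM final added, 1 hr RT; FP ex 555/em 632 nm.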
Starred values were filed as active, the others as inactive; ? = inconclusive; / = not tested or not shown; [ ] = dose if it differs, or a comment. Unless noted, calls follow the shape of the dose curve; as a rule, active = well fitted curve in the direction sought with a large enough effect; inconclusive = small, poorly fitted or top-dose-only effect, or another doubt; inactive = no such curve, though single readings can be large; an effect the other way counts as inactive or inconclusive. An excerpt, so the mix of outcomes need not match the whole.

SMILES	CBFb RUNX1 block	TRb SRC2 PPI	Tau fluor counter	NPSR antagonist	TR SRC2 fluor cs	GLA spleen mod	Epigenetic derep	Tau fibril FP
CC(C)(C)c1cc(-c2ccco2)c(C#N)c(SCC#N)n1	16%	1%	-1%	-14%[46.1 µM]	-1%	-3%	-6.3%	-10%
COC(=O)CN1C(C)=Nc2ccc(Br)cc2C1c1ccccc1 (stereo not given)	2%	-2%	-3%	-6%[46.1 µM]	-5%	4%	1.2%	7%
CCc1cc2c(=O)c(-c3nc4ccccc4n3C)c(C)oc2c(CN(CC)CC)c1O	-5%	9%	6%	-20%[46.1 µM]	0%	4%	-0.8%	6%
COc1ccc(OC)c(S(=O)(=O)N2CCN(C34CC5CC(CC(C5)C3)C4)CC2)c1	1%	7%	-11%	-9%[46.1 µM]	0%	-20%	-1.3%	-8%
CCC(Cc1ccccc1)NC(=O)CN(C)S(=O)(=O)c1ccc2c(c1)c(=O)n(C)c(=O)n2C (stereo not given)	2%	-4%	-11%	-7%[46.1 µM]	1%	-3%	-0.4%	1%
COC(=O)c1cc(C#N)c(Oc2cccc(C)c2C)nc1C	14%	2%	-17%	-18%[46.1 µM]	2%	7%	3.5%	-8%
CC(C)Oc1ccc(CSC(=N)N)cc1	6%	3%	-6%	-6%[46.1 µM]	0%	4%	4.2%	2%
COc1cccc(C(=O)NC(=O)Nc2cc(C)on2)c1	8%	-1%	3%	-2%	-1%	3%	-0.1%	7%
CCOC(=O)c1cn(Cc2ccccc2)nn1	1%	-5%	-3%	17%	0%	13%	0.0%	-2%
CC1=CC2=NC(=O)/C(=C\c3cc(C)n(-c4ccc(F)cc4)c3C)C(=N)N2O1	7%	-9%	-2%	-5%	-2%	-1%	-1.0%	-11%
CC(=O)NC1=NN(C(C)=O)C(C)(c2ccco2)S1 (stereo not given)	5%	-4%	22%[2.34 µM]	-8%	-12%	-28%	-1.1%	1%[2.34 µM]
Cc1cccc(C(=O)Nc2ccc(N3CCN(c4ccc(C(F)(F)F)cn4)CC3)nc2)c1	-2%	-6%	-11%	16%	-1%	-7%	0.4%	7%
COc1ccc(-c2nc(SC)n(C)c(=O)c2C#N)cc1OC	1%	-22%	2%	-17%[46.1 µM]	0%	-8%	0.0%	2%
O=C(COC(=O)Cn1cnc2ccccc2c1=O)Nc1cc(Cl)ccc1[N+](=O)[O-]	8%	5%	-12%	-2%	-1%	-7%	0.0%	5%
COc1ccc(-c2nc(-c3cccc(C)c3)nc(Cl)c2C#N)cc1	6%	-10%	-10%	19%[46.1 µM]	0%	-3%	-1.0%	-4%
CCCC(=O)Nc1cccc(-c2nc3cc(C)c(C)cc3o2)c1	1%	6%	-10%	-26%[46.1 µM]	-1%	2%	-1.4%	0%
CC(=O)Nc1cccc(-c2nn[nH]n2)c1	22%	-1%	-16%	5%	-1%	7%	0.0%	-2%
CCc1nc2ccccc2c2nc3ccccc3n12	2%	4%	?	5%[46.1 µM]	-1%	8%	2.8%	-15%
O=C(CSc1nccn1Cc1ccc(F)cc1)Nc1ccc2c(c1)OCCO2	/	5%	-11%	/	-12%	/	2.8%	-12%
CCC(C(=O)NCCCc1ccccc1)c1ccccc1 (stereo not given)	3%	-1%	-2%	-3%	-3%	-2%	-0.9%	-7%
COC(=O)c1cc(OC)c(OC)cc1NC(=S)N1CCC(C(N)=O)CC1	1%	-12%	-4%	-12%[46.1 µM]	1%	8%	1.0%	6%
c1ccc(N2CCN(Cc3cn4cccnc4n3)CC2)cc1	0%	5%	-4%	-4%[46.1 µM]	-1%	-13%	0.8%	-5%
N#Cc1c(-c2cccs2)cc(-c2cccnc2)nc1N	13%	1%	-8%	-1%[46.1 µM]	3%	?	-0.6%	-7%
Cc1ccc(-n2nnnc2SC(C(=O)c2c[nH]c3ccccc23)c2ccccc2)cc1 (stereo not given)	-5%	6%	?	-18%[46.1 µM]	-13%	11%	3.9%	11µM*
CC(=O)C1=C(O)C(=O)N(c2cccnc2)C1c1ccc([N+](=O)[O-])cc1 (stereo not given)	-9%	0%	5%	19%	0%	10%	-0.1%	2%
CCCCOc1ccc(CN2CCC(O)CC2)cc1	-4%	-21%	-13%	10%[46.1 µM]	2%	0%	-0.9%	-6%
COc1cccc(C2/C(=C(/O)c3ccncc3)C(=O)C(=O)N2CCCN(C)C)c1 (stereo not given)	4%	3%	5%	-1%[46.1 µM]	-3%	1%	1.5%	2%
COC(=O)C1=C(C)N(Cc2ccccc2)C(=O)N[C@H]1CCc1ccccc1	5%[13.1 µM]	-2%[11.2 µM]	-13%[11.6 µM]	/	-2%[11.2 µM]	-2%[17.5 µM]	/	-3%[11.6 µM]
CCCN1CCN(CCCNC(=O)CN2C(=O)COc3ccccc32)CC1	12%	-1%	7%	8%[46.1 µM]	-5%	4%	0.0%	-6%
O=c1c(Cc2ccc(F)cc2)c(O)ccn1CCCN1CCOCC1	6%	1%	8%	10%	-3%	-7%	1.1%	0%
COc1ccc(C2/C(=C(/O)c3ccc(C)cc3)C(=O)C(=O)N2c2ccccn2)cc1OC (stereo not given)	7%	-6%	3%	-11%	0%	2%	-1.7%	8%
Cc1ccc(NC(=O)N(CCC(=O)O)Cc2ccccc2)cc1	1%	4%	-12%	-6%	-6%	-5%	0.0%	-1%
O=C(OCc1cc2ccccc2[nH]c1=O)c1cccnc1	4%	-8%	-4%	-12%[46.1 µM]	-1%	0%	-0.7%	-9%
COc1ccccc1CNC(=O)Cn1c(-c2cccs2)cc2cc(F)ccc21	/	10%	-4%	/	4%	/	-0.4%	-9%
Cc1ccc(S(=O)(=O)Nc2nc(C)c(C(=O)N/N=C/c3ccccc3)s2)cc1	-7%	4%	-29%	-2%	-5%	5%	2.0%	3%
CN(C)/C=C/C(=O)c1ccccc1F	11%	-14%	-14%	-11%[46.1 µM]	2%	-2%	-0.9%	-18%
CCOc1ccc(C(=O)N[C@H](C(=O)Nc2ccc(OC)c(S(=O)(=O)N3CCOCC3)c2)C(C)C)cc1	-4%	-3%	-18%	2%	-1%	-4%	-4.4%	-3%
Cc1ccc(/C=N/n2c(COc3ccccc3)n[nH]c2=S)o1	3%	-13%	-2%	-26%	-2%	-6%	1.3%	-8%
Cc1cc(-n2ccc(=O)[nH]c2=O)nc(-c2ccccc2)n1	-2%	1%	-5%	2%[7.67 µM]	3%	-3%	0.0%	6%
Cc1ccc(NS(=O)(=O)c2cc(C(=O)NCCSc3ccc(C)cc3)ccc2C)cc1	-3%	-5%	?	?	-1%	-16%	0.0%	?
O=[N+]([O-])c1cccc(CSc2nnc(Cc3ccccc3)n2-c2ccc(F)cc2)c1	-5%	13%	-7%	-25%[46.1 µM]	-10%	-1%	0.0%	10%
Cc1ccc(-c2cn3nc(N4CCC(C(=O)Nc5ccccc5C)CC4)sc3n2)cc1	/	-1%	-5%	/	7%	/	-1.2%	4%
CC(C)=CC(=O)OCC(=O)Nc1ccc(SC(F)F)cc1	-3%	0%	-1%	8%	-2%	9%	-1.5%	6%
S=C(NN=C1CCN(Cc2ccccc2)CC1)NC1CCCCC1	3%	-7%	-7%	-12%	-2%	4%	1.0%	6%
CC(C)CN(C(=O)c1nn(C)c(=O)c2ccccc12)c1nc2ccccc2s1	-1%	-3%	-21%	?	1%	3%	2.9%	-3%
O=C(CCCc1nc(-c2ccccc2Cl)no1)NCc1cccnc1	8%	-11%	0%	-6%[46.1 µM]	0%	-20%	-0.2%	1%
Cn1c(SCC(=O)NCC2CCCO2)nc2c([nH]c3ccccc32)c1=O (stereo not given)	-3%	-2%	-4%	-1%[46.1 µM]	-6%	-2%	-1.0%	-7%
COc1ccccc1CNC(=O)CCn1c(=O)c2ccccc2n(CC(=O)Nc2ccc(C)cc2)c1=O	/	-8%	-11%	/	?	/	?	-2%
CN(C(=S)Nc1ccc(SC(F)F)cc1)c1ccc(O)cc1	-15%	?	?	3%	-15%	-8%	5.3%	?
COCc1cc(=O)[nH]c(-c2ccccc2OC(F)(F)F)n1	9%	8%	-6%	-18%	0%	0%	1.1%	-1%
Cn1c(=O)n(-c2cccc(Cl)c2)c(=O)c2c3c(sc21)COC(C)(C)C3	-2%	-10%	-11%	-3%[46.1 µM]	2%	0%	1.2%	-10%
CCOC(=O)C1=C(C)NC2=C(C(=O)CC(C)(C)C2)C1c1cccc(C)n1 (stereo not given)	2%	-1%	-1%	20%[46.1 µM]	-3%	?	-1.1%	1%
COC(=O)c1ccc(Nc2nc(C)cc(C)n2)cc1	4%	-4%	2%	11%[46.1 µM]	-1%	2%	13%	0%
CC(=O)C(=Nc1ccccc1Cl)NNc1ccc(Cl)cc1	0%	-13%	?	-39%	3%	1%	0.0%	?

A run of entries of the results above, for reference:
SMILES	CBFb RUNX1 block	TRb SRC2 PPI	Tau fluor counter	NPSR antagonist	TR SRC2 fluor cs	GLA spleen mod	Epigenetic derep	Tau fibril FP
O=[N+]([O-])c1cccc(CSc2nnc(Cc3ccccc3)n2-c2ccc(F)cc2)c1	-5%	13%	-7%	-25%[46.1 µM]	-10%	-1%	0.0%	10%
Cc1ccc(-c2cn3nc(N4CCC(C(=O)Nc5ccccc5C)CC4)sc3n2)cc1	/	-1%	-5%	/	7%	/	-1.2%	4%
CC(C)=CC(=O)OCC(=O)Nc1ccc(SC(F)F)cc1	-3%	0%	-1%	8%	-2%	9%	-1.5%	6%
